MOR-DOR inv ag – inverse agonists of MOR-DOR heterodimerization, primary screen, cell-based, luminescence | cell-based MOR-DOR heterodimer luminescence, inverse agonism | AID 504357, 2011 | inhibition, % at 9.3 µM | 340,000 compounds, 0.21% hits; in the data active = inhibition above about 22%, passing the limit was not always enough;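 note: 0% = cells with DMSO and 100% = wells without cells with DMSO; values of inactives mirror those of a sister screen read the other way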
HTR5A ag – HTR5A agonists in luminescence cell assay, primary screen, counter-screen for OPRM1-OPRD1 heterodimer agonist project, full-deck HTS; cell-based; 5-hydroxytryptamine receptor 5A (Homo sapiens), P47898; activation, % at 9.3 µM; 340,000 compounds, 0.61% hits; in the data active = activation mostly above about 9.5%, no sharp cut-off; inactive = mostly below about 7.6%;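 note: 0% = cells with vehicle only and 100% = reference agonist; strong numbers were not always called active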
PKA-R1A act – activators of PKA-R1A holoenzyme, primary screen, biochemical, fluorescence polarization, Cy5-IP20, bovine R1A, mouse PKAc. cAMP-dependent protein kinase type I-alpha regulatory subunit (Bos taurus) + …. PKA-R1A dissociation; scaled: DMSO 0%, 113 µM cGMP 100%. activation, % at 11.4 µM. 340,000 compounds, 0.083% hits. AID 504707, 2011;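 active = percent activation above the mean of all tested compounds plus 3 SD, cut at about 19% in these data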;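 note: higher means more PKAc released from R1A so a rise in polarization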
V-ATPase pH – regulators of yeast V-ATPase proton pumping, primary screen, pHLuorin cytosolic pH fluorescence; S. cerevisiae; response, % at 10 µM; 350,000 compounds, 0.37% hits; AID 504577, 2011; in the data active = response mostly above about 7.3%, no sharp cut-off; inactive = mostly below about 5.4%; note: actives read high; inactives centre near 0; some compounds called inactive have numbers as strong as hits; reference of the scale not given here
MOR-DOR ag – agonists of OPRM1-OPRD1 heterodimerization, primary screen, cell-based, luminescence. cells. Mu-type opioid receptor (Homo sapiens) + Delta-type opioid receptor (Homo sapiens), …. 340,000 compounds, 0.3% hits. activation, % at 9.3 µM. AID 504326, 2011; in the data active = activation above about 18%;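 note: 0% = vehicle-treated cells and 100% = reference agonist; values of inactives mirror those of a sister screen read the other way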
PKA-R2B act – activators of PKA-R2B holoenzyme, primary screen, biochemical, fluorescence polarization, Cy5-IP20, human; PKA-R2B holoenzyme dissociation; R2B truncated from residue 108, S112A mutant; 0% DMSO only, 100% 113 µM cGMP; cAMP-dependent protein kinase catalytic subunit beta (Homo sapiens) + cAMP-dependent …; 340,000 compounds, 0.079% hits; activation, % at 11.4 µM;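 active = activation above a cutoff set at the mean over all compounds plus 3 SD, cut at about 18% in these data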;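 note: higher means more holoenzyme dissociation and a rise in polarization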
DSG3 Ab inh – inhibitors of pemphigus antibody binding to DSG3, primary screen, biochemical, bead-based, flow cytometry, scFv-GFP; Desmoglein-3 (Homo sapiens), P32926; binding (percent of control), % at 10 µM; 310,000 compounds, 0.48% hits; DSG3-coupled beads, scFv-anti-DSG3-GFP binding; hits give low values;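 active = binding more than 3 SD below its plate's average and above zero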;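 note: hits lower antibody fragment binding to DSG3; some compounds called inactive have numbers as strong as hits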
Target sequence (P32926 whole entry, looked up, the tested form may be a part): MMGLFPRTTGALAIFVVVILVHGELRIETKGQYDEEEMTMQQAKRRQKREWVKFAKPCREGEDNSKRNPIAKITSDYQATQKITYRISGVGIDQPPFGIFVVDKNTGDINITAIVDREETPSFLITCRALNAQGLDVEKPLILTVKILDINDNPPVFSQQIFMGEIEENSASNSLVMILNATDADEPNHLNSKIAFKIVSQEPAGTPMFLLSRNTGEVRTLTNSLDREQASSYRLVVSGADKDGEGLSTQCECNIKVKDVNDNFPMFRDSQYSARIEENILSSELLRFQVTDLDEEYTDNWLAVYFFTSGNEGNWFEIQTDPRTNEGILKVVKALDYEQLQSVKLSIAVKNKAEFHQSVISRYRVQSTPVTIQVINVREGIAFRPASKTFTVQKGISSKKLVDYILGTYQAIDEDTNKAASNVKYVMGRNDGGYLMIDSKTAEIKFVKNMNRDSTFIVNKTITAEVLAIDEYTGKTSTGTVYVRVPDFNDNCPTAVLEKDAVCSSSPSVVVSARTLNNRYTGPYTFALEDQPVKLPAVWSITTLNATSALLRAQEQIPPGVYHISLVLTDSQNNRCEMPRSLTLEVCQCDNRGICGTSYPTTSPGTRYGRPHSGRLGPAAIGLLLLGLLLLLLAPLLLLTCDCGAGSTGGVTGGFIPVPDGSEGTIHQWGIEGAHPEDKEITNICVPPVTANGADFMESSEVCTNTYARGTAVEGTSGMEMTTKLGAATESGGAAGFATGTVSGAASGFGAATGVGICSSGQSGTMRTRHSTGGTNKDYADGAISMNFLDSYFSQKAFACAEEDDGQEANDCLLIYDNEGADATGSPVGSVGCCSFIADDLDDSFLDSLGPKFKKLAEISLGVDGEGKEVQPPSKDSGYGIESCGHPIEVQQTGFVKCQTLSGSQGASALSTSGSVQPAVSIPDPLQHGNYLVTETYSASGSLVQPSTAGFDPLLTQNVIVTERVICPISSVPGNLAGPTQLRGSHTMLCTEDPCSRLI
Arrestin-AP2 inh – inhibitors of beta-arrestin/AP2 binding, primary screen, biochemical, GPCR trafficking, flow cytometry; beta-arrestin 1 C-terminal peptide binding to AP2 beta2-adaptin appendage (human); FITC-arrestin peptide / GST-AP2 beads; AP2 beta2 appendage carries R879A mutation; inhibition, % at 10 µM; 340,000 compounds, 0.31% hits; AID 504490, 2011;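 active = inhibition above a set limit, near 3 SD of compounds lacking own fluorescence, cut at about 54% in these data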;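 note: plate controls were DMSO wells for no effect and 5 µM unlabelled arrestin peptide for full effect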
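System: GST-AP2 R879A glutathione beads; medium: PBS, Tween 20 0.05%, BSA 0.1%; reagent: fluorescein-tagged arrestin peptide at 50 nM final; schedule: pre-incubation 12 min, peptide binding 1 h, room temperature; detection: flow cytometry, FL1 (488/535 nm); read-out: inhibition as reduced fluorescein signal on beads, percent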
HTR5A inv ag – HTR5A inverse agonists in luminescence cell assay, primary screen, counter-screen for OPRM1-OPRD1 heterodimer inverse agonist project, full-deck HTS; inhibition, % at 9.3 µM; HTR5A cell line, inverse agonism; AID 504634, 2011; 340,000 compounds, 0.083% hits; in the data active = inhibition mostly above about 23%, no sharp cut-off; inactive = mostly below about 18%;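 note: 0% = cells with DMSO and 100% = no-cell wells with DMSO; some compounds called inactive have numbers as strong as hits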
DAGLB inhibitor – DAGLB lipase inhibitors, primary screen, biochemical, fluorescence, HTS. 340,000 compounds, 0.059% hits. inhibition, % at 5.17 µM. Diacylglycerol lipase-beta (Homo sapiens), Q8NCG7. AID 504411, 2011. HEK293T DAGLB membrane lysate, EnzChek fluorogenic substrate; in the data active = inhibition above about 34%;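 note: 0% = enzyme with vehicle and 100% = wells lacking enzyme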
Starred values were filed as active, the others as inactive; / = no result given.

Values run as follows: MOR-DOR inv ag, HTR5A ag, PKA-R1A act, V-ATPase pH, MOR-DOR ag, PKA-R2B act, DSG3 Ab inh, Arrestin-AP2 inh, HTR5A inv ag, DAGLB inhibitor
- C=COCCNC(=O)Nc1ccc(Cl)cc1Cl
    11, -6, -6, 1, -2.0, -2, 107, -2, -1, 1
- CCCCCC(=O)Nc1ccc(S(=O)(=O)Nc2cc(OC)nc(OC)n2)cc1
    2, 3, -7, 2, -0.5, 2, 107, 11, -10, 5
- CCN(CC)S(=O)(=O)c1cccc(NC(=O)c2ccc(-n3nc(C)cc3C)cc2)c1
    2, 4, -8, 1, -0.4, 6, 86, 20, 19, -2
- CC(OC(=O)c1ccc(S(=O)(=O)NCc2ccco2)cc1)C(=O)Nc1ccccc1 (stereo not drawn)
    5, 7, -4, -7, -1.2, -5, 99, -2, -27, -1
- O=S(=O)([N-]c1nc2ccccc2nc1-[n+]1ccc(CCCc2ccccc2)cc1)c1cccs1
    -8, 3, -6, 0, 1.6, 12, 106, -16, 11, 2
- Cc1ccccc1CSCC(=O)c1c(N)n(C)c(=O)n(C)c1=O
    -9, 1, -6, 7, 1.6, 0, 97, 33, -7, -1
- NCCc1nnc(SCC(=O)Nc2ccc(Br)cc2)o1
    7, -2, -15, -4, -1.4, -3, 95, -2, 6, 0
- Cc1cc(=O)[nH]c(SC(C)C(=O)Nc2cccc3ccccc23)n1 (stereo not drawn)
    21, 2, -8, 1, -3.4, 10, 94, 14, -3, 1
- CC(C)[C@H](NC(=O)c1ccco1)C(=O)OCC(=O)N(C)c1ccccc1
    13, -2, 4, 1, -2.5, -3, 97, 7, 5, -2
- CN(C)CCn1nnc2c(=O)oc3ccccc3c21
    25, -2, 6, -3, -5.1, 3, 88, 18, -4, -2
- CCc1ccc(CNC(=O)CCCn2nc(C)n3ccnc3c2=O)cc1
    1, -2, 5, 0, -0.1, 1, 97, -2, -2, 2
- Cc1ccc(NC(=O)CS(=O)CC(=O)NCCCN(C)c2ccccc2)cc1 (stereo not drawn)
    4, -4, -16, -1, -0.8, 10, 102, 13, 3, -1
- C/C(=N\Nc1ccccn1)c1ccc2c(c1)OCO2
    0, 0, -4, -1, 0.1, 7, 100, 12, -1, 2
- CC1CN(c2cc3nccnc3cc2F)CC(C)O1 (stereo not drawn)
    8, 4, 3, -3, -1.4, -10, /, 4, 0, 0
- O=C(Cn1nc(C(=O)O)c2ccccc2c1=O)Nc1cccc(Br)c1
    9, 5, 1, 0, -1.4, -7, /, -2, -14, 2
- CCCCc1ccc(Nc2ncnc3nc[nH]c23)cc1
    -16, 11, -12, -2, 3.2, -8, 102, -1, -30, 2
- CSCCC(NC(=O)CCNC(=O)c1ccccc1Cl)c1nc2ccccc2[nH]1 (stereo not drawn)
    -1, 7, 6, -3, 0.3, 2, 101, 10, -16, 0
- COc1ccc(CCNC(=O)CN(c2ccc(C)cc2)S(=O)(=O)c2c(C)noc2C)cc1OC
    7, 9, -13, -3, -1.3, -2, 98, 11, -32, -2
- COc1cc(SC)ccc1C(=O)Nc1ccccn1
    12, 2, 5, 0, -2.2, -2, 99, -1, -6, 0
- COc1ccc(N(C(=O)COc2ccccc2)C2C=CS(=O)(=O)C2)cc1 (stereo not drawn)
    12, 3, 6, 3, -2.0, 3, 124, -1, 0, 2
- Cc1ccc(N(CC(=O)NCC2CCCO2)C(=O)CCC(=O)Nc2ccccn2)cc1C (stereo not drawn)
    9, 2, 0, 5, -1.7, 12, 99, -6, 10, 0
- O=[N+]([O-])c1cccnc1NCCNc1ncc(C(F)(F)F)cc1Cl
    -1, 6, 4, 2, 0.2, -8, 111, -4, 1, -2
- CC(=O)N(CCCNC(=O)c1ccccc1)C(=O)c1ccccc1
    14, 5, 1, 4, -2.6, -5, 103, 5, 8, -3
- Cc1ccc(C2(C)NC(=O)N(CC(=O)Nc3cc(S(=O)(=O)N4CCCCC4)ccc3OC(C)C)C2=O)cc1 (stereo not drawn)
    21, -3, -7, -1, -4.4, 6, 100, -6, 7, -4
- COc1ccc(OC)c(NC(=O)C2CC(=O)N(CCc3ccc(F)cc3)C2)c1 (stereo not drawn)
    17, 0, -7, -3, -3.3, -2, 103, -12, 1, 3
- C(=N\Nc1nc(N2CCOCC2)nc(N2CCOCC2)n1)/c1ccncc1
    10, 5, -3, 0, -2.0, 4, 83, 6, 18, -1
- O=C(NCCCN1CCCCCC1)c1ccc(CS(=O)(=O)Cc2ccccc2F)o1
    16, 7, -3, -2, -2.9, 0, 114, 1, -19, -5
- COC(=O)CCC(=O)c1oc2ccc(Cl)cc2c1NC(=O)CCCN1C(=O)c2ccccc2C1=O
    3, -2, -4, -2, -0.6, -4, 97, 2, 1, -7
- Cc1nn(CC(=O)NNC(=O)c2ccc(Br)cc2)c(C)c1[N+](=O)[O-]
    4, 1, -5, 0, -0.9, -4, 98, 7, -19, 3
- CC1=NN(C(=O)c2ccc(Cn3nc(C)cc3C)o2)C(O)(C(F)(F)F)C1 (stereo not drawn)
    6, 8, -2, 0, -1.1, 4, 102, 9, -1, 1
- O=C(Nc1ccccc1Br)c1ccccc1-c1ccccc1
    -25, 7, -8, -1, 4.0, -1, 93, 0, 6, -3
- CN(C[C@H](Cc1ccccc1)N(C[C@H](c1ccccc1)N(CCc1ccccc1)N=O)N=O)N=O
    13, 8, 6, -1, -2.3, -5, 96, 4, -24, -3
- CCOC(=O)N1CCN(c2ccc(C(C)=O)cc2F)CC1C (stereo not drawn)
    5, -3, -3, -2, -0.7, -5, 101, 3, 7, -3
- C=CCn1c(N)cc(=O)nc1SC(C)C(=O)Nc1cccc2ccccc12 (stereo not drawn)
    12, 6, -9, -2, -2.1, -3, 109, -3, -28, 1
- Cc1ccc(NC(=O)c2cccc(N3C(=O)C4C5CCC(C5)C4C3=O)c2)c(C)c1 (stereo not drawn)
    -5, -2, -3, -70, 0.8, -5, 97, 11, 6, 3
- CC(=O)NCCC(=O)Nc1cc(S(=O)(=O)Nc2ccc(Cl)cc2)ccc1N1CCCC1
    14, 2, -3, 2, -3.0, -7, 117, -14, -8, -1
- Cc1c(CCO)c(=O)n(C)n1C(=O)c1ccc(Cl)cc1
    22, -1, -7, 2, -4.4, 7, 100, 4, -15, -1
- Cc1cc(C)c(NC(=O)COC(=O)c2cccc3c2C(=O)c2ccccc2C3=O)c(C)c1
    -56, 3, -12, -2, 11, 8, 98, 12, -21, 0
- CC(=O)Nc1ccc(-c2nnn(CC(=O)c3ccccc3)n2)cc1Cl
    4, 0, 13, 5, -0.8, 0, 100, 2, 6, -1
- N#Cc1c(-c2ccccc2)cc(-c2ccccc2)nc1SCCC(=O)O
    7, 6, -2, 1, -1.5, 3, 118, 3, -22, 5
- CCOC(=O)N1CCN(Cc2nc(N)nc(Nc3ccc(OCC)cc3)n2)CC1
    -5, 9, -11, 5, 0.9, -11, 101, 12, -17, 3
- CCNC(=O)C1CC(=O)N(c2ccc(Br)cc2)C1 (stereo not drawn)
    8, -1, 8, 1, -1.8, 9, 74, -5, 9, -1
- Cc1cccc(OCC(=O)Nc2ccc(N3CCN(C(=O)c4ccccc4)CC3)cc2)c1C
    -5, 8, -5, -1, 1.0, 4, /, -7, -1, -4
- O=C1CC(c2ccc(F)cc2)c2cc3c(cc2N1)CCC3 (stereo not drawn)
    -29, -1, -6, 1, 5.4, 7, 103, 4, 5, 2
- CN(Cc1ccccc1)C(=O)c1ccc2c(c1)OCO2
    12, 2, -7, -3, -2.3, -1, /, 17, -7, -3
- COc1cc(/C=C2/S/C(=N/S(=O)(=O)Cc3ccccc3)NC2=O)c([N+](=O)[O-])cc1OC
    10, -2, -12, 0, -1.9, 2, 103, 43, 5, 10
- COCCCNC(=O)CCn1c(=O)c2ccccc2n(Cc2cccc([N+](=O)[O-])c2)c1=O
    18, 1, -10, -2, -3.3, -6, 99, 0, -2, 2
- CC(=O)N(C1CC(C)C(C#N)(C#N)C1(C#N)C#N)N(C)C (stereo not drawn)
    1, -7, 5, -4, -0.2, -8, 113, 47, 18, -2
- CC(C)[C@H](NC(=O)c1ccco1)C(=O)OCC(=O)c1ccc2c(c1)NC(=O)CO2
    3, 0, -4, /, -0.3, -2, 107, -4, 28, 0
- COc1ccc(NS(=O)(=O)c2c(C(=O)N3CCCCCC3)c(C)n(C)c2C)cc1OC
    -1, 4, -7, 3, 0.1, 0, /, 3, 5, -1

The list goes on.
Values run as follows: MOR-DOR inv ag, HTR5A ag, PKA-R1A act, V-ATPase pH, MOR-DOR ag, PKA-R2B act, DSG3 Ab inh, Arrestin-AP2 inh, HTR5A inv ag, DAGLB inhibitor
- CCn1c(CSCc2ccc(F)cc2)nnc1SCC(=O)NCc1ccccc1
    10, 0, -9, 2, -1.7, 2, 110, -7, -1, -2
- CC1=C(N2CCN(c3ncccn3)CC2)CCC1=O
    -3, 6, -5, -1, 0.5, 7, 107, 7, -15, -1
- COC(=O)c1nnn(Cc2ccccc2)c1N
    3, -7, 3, -2, -0.5, -11, 103, 10, -16, 4
- S=C1SCN(Cc2ccccc2)CN1Cc1ccco1
    /, /, 1, 2, /, -8, 102, /, /, 2
- CCN1CCN(S(=O)(=O)c2cccs2)CC1
    6, 5, 4, 1, -1.0, -4, 99, 0, 3, 0
- Cc1cc(C)n(-c2nc(Nc3ccccc3C(F)(F)F)nc(-n3nc(C)cc3C)n2)n1
    6, 3, -3, 6, -1.3, -3, 76, -3, -7, 2
- CCC[C@@H](CN[C@@H](CNC)[C@H](C)CC)NCC1CCC(C(C)(C)C)CC1 (stereo partly drawn)
    -69, 6, 3, -2, 12, -4, 109, 10, 16, 0
- Cc1cc(C(=O)COC(=O)CCCN2C(=O)c3ccccc3C2=O)c(C)n1C
    2, 2, -5, 7, -0.4, -15, 106, -1, 17, -2
- O=C(NCc1ccccn1)C(=O)NCC1OCCN1C(=O)c1ccc(Cl)cc1 (stereo not drawn)
    4, 0, -3, 3, -0.7, 3, /, 42, -17, 6
- Nc1nc(Br)c2c(F)cccc2c1-c1ccccc1
    -46, 2, -14, 1, 8.0, 3, 102, 0, -16, -3
- c1ccc(N(c2ccccc2)c2nc(N3CCCC3)nc(-n3ccnc3)n2)cc1
    -10, -2, -7, -3, 2.0, -8, /, -5, 8, -4
- O=S1(=O)CCOC[C@H](CC2CCCCC2)N1Cc1ccc(F)cc1
    -21, 7, 17, 3, 3.6, -12, 95, -1, -22, -6
- CN(C)c1nc(N2CCN(c3ccc(F)cc3)CC2)c(C#N)c(=O)o1
    10, 1, 10, -25, -1.9, 0, 82, -7, 2, -2
